# Compound activity from PubChem BioAssay.
# NCI-60 one-dose screen, 48 h, at 10 µM unless noted. Numbers give growth in % (100 = growth as untreated, 0 = no growth, -100 = all killed).
# UACC-62 – UACC-62 melanoma; 81,000 tested, 5.4% active; AID 1794756
# SK-MEL-5 – SK-MEL-5 melanoma; 80,000 tested, 6.4% active; AID 1794755
# SK-MEL-2 – SK-MEL-2 melanoma | 77,000 tested, 4.7% active | AID 1794763
# MALME-3M – MALME-3M melanoma; 78,000 tested, 5.8% active; AID 1794766
# SK-MEL-28 – SK-MEL-28 melanoma. 81,000 tested, 4.1% active
# UACC-257 – UACC-257 melanoma; 78,000 tested, 4.4% active; AID 1794764
# LOX IMVI – LOX IMVI melanoma; 79,000 tested, 7.4% active
# MDA-MB-435 – MDA-MB-435 melanoma; 82,000 tested, 7.8% active; AID 1794794
# * marks the source's active call; other numbers are inactive results; / = not tested or not shown; & = joins results of further samples; [ ] = dose if it differs, or a comment. The calls were made as follows: active = growth percent below 10; inactive = the rest.
# The first 22 compounds, to show the layout:
compound	UACC-62	SK-MEL-5	SK-MEL-2	MALME-3M	SK-MEL-28	UACC-257	LOX IMVI	MDA-MB-435
C[C@@H]1CCC2[C@@H](C)[C@H](OC(=O)CCC(=O)NCCNC(=O)Cc3cc(=O)oc4cc(N(C)C)ccc34)O[C@@H]3O[C@]4(C)CC[C@@H]1C23OO4 (stereo partly specified)	32	33	41	50	58	59	-7.9*	19
CCOP(=O)(OCC)/C(C#N)=C/c1ccc(Br)cc1	89	108	103	107	115	94	96	104
N[C@@H](C[C@@H]1CC(Br)=NO1)C(=O)O	97	100	96	/	111	/	87	99
CNC(Cc1ccccc1)c1cccc(OC)c1OC (stereo unspecified)	96	105	113	68	99	122	95	96
CC12CCC(Cl)CC1=CCC1C2CCC2(C)C(O)CCC12 (stereo unspecified)	87	96	104	98	101	99	98	95
CCCC(C)SP(=S)(SC(C)CCC)SC(C)CCC (stereo unspecified)	101	92	107	88	107	/	94	97
CC(C)(C)CC(C)(C)c1ccc(O)cc1	82	98	91	88	119	99	99	95
O=c1c2ccccc2nc(-c2ccccc2Cl)n1-c1nnc(C(F)(F)F)s1	10	9.5*	/	-11*	30	30	31	58
CC(/C=N/N=C(N)N)=N\N=C(N)N	87	137	-6.0*	126	87	/	67	89
CC(=O)N(C)C1=Nc2ccc(Cl)cc2C(c2ccccc2)=[N+]([O-])C1	94	105	96	121	124	96	95	111
Oc1c(Cl)cc(Cl)cc1CCl	97	110	106	/	111	93	98	105
O=[P+](O)c1cccnc1	103	102	106	106	106	104	98	107
CCC1CN1P(=O)(c1ccccc1)N1CC1CC (stereo unspecified)	99	108	105	123	108	99	101	103
NCC(O)c1cccc(O)c1 (stereo unspecified)	103&102	103&101	133	107&81	112&104	99&90	108&98	106&103
COc1cc2c(cc1OC)C13CCN4CC5=CCOC6CC(=O)N2C1C6C5C3C4 (stereo unspecified) (tested in a mixture with another compound)	97	121	119	108	109	98	92	98
O=C(Nc1ccc(S(=O)(=O)F)cc1)Oc1ccc([N+](=O)[O-])cc1	96	103	108	110	109	101	84	103
Nc1cccc2c1Cc1cc([N+](=O)[O-])ccc1-2	88	94	105	/	117	92	98	96
O=S(=O)(O)c1ccc(-c2ccc([As](=O)(O)O)cc2)cc1	98	110	101	101	103	94	100	103
O=S1(=O)OCCOS(=O)(=O)C1(Cl)Cl	99	99	99	93	108	106	95	97
CC(C)(C)NCC(O)c1cc(Cl)c(N)c(Cl)c1 (stereo unspecified)	108	/	118	98	109	109	99	103
CNC(Cc1ccccc1)c1ccco1 (stereo unspecified)	103	102	97	86	103	111	92	101
COc1ccc(Cc2nccc3cc(OC)c(OC)cc23)cc1OC	71[100 µM]	21	73	96	99	69	70	70

# The list itself, from the first entry:
compound	UACC-62	SK-MEL-5	SK-MEL-2	MALME-3M	SK-MEL-28	UACC-257	LOX IMVI	MDA-MB-435
C[C@@H]1CCC2[C@@H](C)[C@H](OC(=O)CCC(=O)NCCNC(=O)Cc3cc(=O)oc4cc(N(C)C)ccc34)O[C@@H]3O[C@]4(C)CC[C@@H]1C23OO4 (stereo partly specified)	32	33	41	50	58	59	-7.9*	19
CCOP(=O)(OCC)/C(C#N)=C/c1ccc(Br)cc1	89	108	103	107	115	94	96	104
N[C@@H](C[C@@H]1CC(Br)=NO1)C(=O)O	97	100	96	/	111	/	87	99
CNC(Cc1ccccc1)c1cccc(OC)c1OC (stereo unspecified)	96	105	113	68	99	122	95	96
CC12CCC(Cl)CC1=CCC1C2CCC2(C)C(O)CCC12 (stereo unspecified)	87	96	104	98	101	99	98	95
CCCC(C)SP(=S)(SC(C)CCC)SC(C)CCC (stereo unspecified)	101	92	107	88	107	/	94	97
CC(C)(C)CC(C)(C)c1ccc(O)cc1	82	98	91	88	119	99	99	95
O=c1c2ccccc2nc(-c2ccccc2Cl)n1-c1nnc(C(F)(F)F)s1	10	9.5*	/	-11*	30	30	31	58
CC(/C=N/N=C(N)N)=N\N=C(N)N	87	137	-6.0*	126	87	/	67	89
CC(=O)N(C)C1=Nc2ccc(Cl)cc2C(c2ccccc2)=[N+]([O-])C1	94	105	96	121	124	96	95	111
Oc1c(Cl)cc(Cl)cc1CCl	97	110	106	/	111	93	98	105
O=[P+](O)c1cccnc1	103	102	106	106	106	104	98	107
CCC1CN1P(=O)(c1ccccc1)N1CC1CC (stereo unspecified)	99	108	105	123	108	99	101	103
NCC(O)c1cccc(O)c1 (stereo unspecified)	103&102	103&101	133	107&81	112&104	99&90	108&98	106&103
COc1cc2c(cc1OC)C13CCN4CC5=CCOC6CC(=O)N2C1C6C5C3C4 (stereo unspecified) (tested in a mixture with another compound)	97	121	119	108	109	98	92	98
O=C(Nc1ccc(S(=O)(=O)F)cc1)Oc1ccc([N+](=O)[O-])cc1	96	103	108	110	109	101	84	103
Nc1cccc2c1Cc1cc([N+](=O)[O-])ccc1-2	88	94	105	/	117	92	98	96
O=S(=O)(O)c1ccc(-c2ccc([As](=O)(O)O)cc2)cc1	98	110	101	101	103	94	100	103
O=S1(=O)OCCOS(=O)(=O)C1(Cl)Cl	99	99	99	93	108	106	95	97
CC(C)(C)NCC(O)c1cc(Cl)c(N)c(Cl)c1 (stereo unspecified)	108	/	118	98	109	109	99	103
CNC(Cc1ccccc1)c1ccco1 (stereo unspecified)	103	102	97	86	103	111	92	101
COc1ccc(Cc2nccc3cc(OC)c(OC)cc23)cc1OC	71[100 µM]	21	73	96	99	69	70	70
COc1ccc2c(c1OC)C(=O)O[C@@H]2[C@H]1c2cc3c(cc2CCN1C)OCO3	95&106	49&100	111&110	93&101	107	112&103	107&93	113&101
COc1cc(C2=NN(C(C)=O)C(c3sc(N(CCCl)CCCl)nc3Cl)C2)cc(OC)c1OC (stereo unspecified)	85	90	95	99	107	94	99	104
COc1cc([C@@H]2c3cc4c(cc3[C@H](OC(C)=O)[C@H]3COC(=O)[C@@H]23)OCO4)cc(OC)c1OC	19	-21*	40	57	49	49	27	-24*
Cc1c2ccncc2c(C)c2c1[nH]c1ccccc12	56	-98*	-86*	-78*	-97*	-62*	-78*	-90*
C=CCCCN=C=S	63	95	56	77	83	62	54	61
COc1ccc([N+](=O)[O-])cc1	99	106	115	103	111	104	100	105
O=C(O)c1cc(Cl)c(O)c(Cl)c1	104	111	110	112	116	109	99	109
O=[N+]([O-])c1ccc(O)c(CBr)c1	108	108	119	/	109	106	/	105
CCSP(=S)(SC)SCC	104	100	107	105	109	/	94	99
Nc1cccc(CCCCc2ccc(Cl)c(S(=O)(=O)F)c2)c1	112	94	108	113	104	117	100	91

# Copied from the list:
# Result for O=C(O)c1cc(Cl)c(O)c(Cl)c1 in UACC-257: 109
# Result for Nc1cccc(CCCCc2ccc(Cl)c(S(=O)(=O)F)c2)c1 in SK-MEL-2: 108

# More structures.
compound	UACC-62	SK-MEL-5	SK-MEL-2	MALME-3M	SK-MEL-28	UACC-257	LOX IMVI	MDA-MB-435
COc1ccccc1[As](=O)(O)CC(O)COc1ccc(Cl)cc1Cl (stereo unspecified)	91	104	119	131	121	127	104	112
OCCCN1CCN(c2ccccc2Cl)CC1	93	103	109	118	121	/	95	106
CC[C@@]1(O)CC[C@@]2(C)[C@@H](CC[C@@H]3[C@@H]2CC[C@]2(C)[C@@H](O)CC[C@@H]32)C1	93	111	129	114	116	97	93	102
CC1(C)N=C(N)N=C(N)N1c1ccc(OCCCCOc2ccc(S(=O)(=O)F)cc2)c(Cl)c1	17	9.7*	39	46	31	/	15	17
N#CCC(=O)c1ccccc1	107	104	114	102	114	/	103	101
CCCCCN(CCCCC)C(C)C(O)c1ccc(Cl)cc1 (stereo unspecified)	97	102	101	109	97	108	92	102
C[C@]12CCc3nc(-c4ccc(C(F)(F)F)cc4)sc3C1=CC[C@@H]1[C@@H]2CC[C@]2(C)C(=O)CC[C@@H]12	90	107	101	102	98	108	89	96
CN[C@@]1(c2ccccc2Cl)CCCC[C@@H]1NCc1ccccc1	96	99	107	97	98	99	95	103
CC(C)C1(NC(=O)C2CC3c4cccc5[nH]cc(c45)CC3N(C)C2)OC2(O)C3CCCN3C(=O)C(Cc3ccccc3)N2C1=O (stereo unspecified)	86	90	107	99	/	94	91	102
OCCCCCNC1CCCCC1	102	97	81	97	95	99	101	104
CCOP(=O)(OCC)/C(C)=N/O	100	102	109	101	107	82	100	100
N#Cc1ccc(NC(=O)N2CC2)cc1	93	101	102	106	105	102	96	96
CC1CN2C(=O)C1(c1ccccc1)C(=O)NC2=S (stereo unspecified)	109	95	104	96	116	102	95	108
COc1cc(C)c(-c2ccc(=O)c(OC)cc2C)c(OC)c1OC	84&95	98&100	102&119	79&99	95&105	97&103	91&102	22&102
CC(C)C[C@H](NC(=O)CN1C(=O)CN=C(c2ccccc2)c2ccccc21)B(O)O	104	102	101	98	105	100	/	99
Cn1c(N)nc(N)nc1=N	100	106	87	102	112	99	/	112
CC(=O)Nc1ccc(/C=C/c2ccc(N=C=S)cc2S(=O)(=O)O)c(S(=O)(=O)O)c1	102	100	/	103	101	95	98	96
CC(=O)O[C@H]1CCC2C3CCC4=C/C(=N/O)CCC4(C)C3CCC21C (stereo partly specified)	91	87	85	94	103	114	93	20
CCCOC(=O)N[C@H]1CCc2c(Br)c(OC)c(OC)c(OC)c2-c2ccc(SC)c(=O)cc21	18	-30*	34	38	65	64	8.1*	-49*
NC(Cc1ccc(O)cc1)c1ccc(O)cc1 (stereo unspecified)	102	98	85	104	116	89	101	107
NC(CCl)CCl	100	99	124	93	98	102	106	89
CNP1(NC)=NP(NC)(NC)=NP(NC)(NC)=N1	100	106	101	108	102	83	105	105
COC(=O)[C@@H](C)C[C@H](Cc1ccccc1)NC(=O)c1csc([C@@H](C[C@H](C(C)C)N(C)C(=O)[C@H](C)NC(=O)[C@H]2CCCCN2C)OC(C)=O)n1	28	19	42	44	58	46	40	-33*
COc1ccc(/C=C(/c2cc(OC)c(OC)c(OC)c2)c2nn[nH]n2)cc1	106	94	103	104	101	97	91	100
CNC(Cc1ccccc1)c1ccc(N(C)C)cc1 (stereo unspecified)	98	102	106	81	98	116	96	90
COc1ccccc1N1CCNCC1	124	89	98	93	111	97	103	94
CC(O)(CS(=O)(=O)c1ccc(F)cc1)C(=O)Nc1ccc(C#N)c(C(F)(F)F)c1 (stereo unspecified)	81	91	/	106	115	100	91	99
COc1cc2cc(C(=O)N3C[C@@H](CCl)c4c3cc(OC(=O)N3CCN(C)[C@@H]5CSSC[C@@H]53)c3ccccc43)[nH]c2c(OC)c1OC	-91*	-32*	-89*	-70*	-63*	-15*	-33*	-87*
CCCCCN(CCCCC)CC(O)c1ccc(Cl)c(Cl)c1 (stereo unspecified)	94	99	103	100	121	100	74	104
CCOC(=O)c1ccccc1C(=O)OCC	91	110	90	102	114	91	98	91
c1ccc(P2CCc3[nH]c4ccccc4c3C2)cc1 (stereo unspecified)	79	100	86	109	115	101	103	109
COCCOCCOCCOc1ccc(-n2cc(-c3ccc(O[C@H]4O[C@@H]5OC6(C)CC[C@H]7[C@H](C)CC[C@@H]([C@H]4C)[C@@]57OO6)cc3)nn2)cc1	37	-24*	17	8.1*	45	40	36	19
O=S1(=O)OCCOS(=O)(=O)C1(Br)Br	103	100	98	91	101	102	95	100
ClC1=C(Cl)C2(Cl)C3COCC3C1(Cl)C2(Cl)Cl (stereo unspecified)	103	107	91	90	106	103	104	111
Cc1ccc(S(=O)(=O)F)cc1C(=O)O	109	102	105	87	110	93	102	87
CN(C)CCc1ccccc1	101	89	104	95	113	101	95	113
CCN(CCCCO)CCc1c[nH]c2ccc(OC)cc12	92	101	113	108	107	88	100	104
Clc1ccc2oc3ccc(Cl)cc3c2c1	96	101	104	106	95	112	110	103
CCCCCCN1C[C@@H]2[C@H](C1)[C@@H]1C=C[C@H]2C1	97	98	100	99	99	102	83	96
CC[C@H](C)[C@H](NC(=O)[C@H]1CCCCN1C)C(=O)N(C)[C@H](C(=O)NC12C3C4C1C1C2C3C41C(=O)N[C@@H](Cc1ccccc1)C[C@H](C)C(=O)OC)C(C)C (stereo partly specified)	97	98	96	99	101	92	92	97
CC1(C)N=C(N)N=C(N)N1c1ccc(CCc2ccc(S(=O)(=O)F)cc2)c(Cl)c1	105	102	125	127	108	99	122	104
Cc1ccc2c(c1N)C(=O)c1ccccc1C2=O	83	100	108	108	108	116	94	101
CC(=O)c1c(C)n(CCCCl)c2c1c(-c1ccc3c(c1)OCO3)nc1ccccc12	76	79	98	102	102	118	74	86
NC1=NC(=O)N2C[C@H]12	107	105	110	118	111	112	100	102
O=S(=O)(C(Cl)(Cl)Cl)C(Cl)(Cl)Cl	109	111	107	100	104	97	/	101
Cc1ccc(NC(=O)C(Cl)(Cl)Cl)cc1	102	102	101	107	110	108	97	105
O=P(N1CCOCC1)(N1CCOCC1)N1CCOCC1	110	118	96	99	109	90	101	103
Cn1c(O)c(N=O)c(=O)n(C)c1=O	93&100	98&100	109&108	107&99	107&113	96&99	94&91	93&113
O=C(O)C(F)F	102	100	120	102	116	/	99	102
CN(CCCl)C1c2ccccc2-c2ccccc21	100	100	105	98	105	101	97	112

# Some of the compounds tested. The share of hits here may be higher or lower than overall.
